Source: PubChem BioAssay (The Scripps Research Institute Molecular Screening Center)
Pf gametocyte = kills late stage P. falciparum gametocytes; P. falciparum stage V gametocytes, ATP luminescence, 24 h; inhibition, % at 10.9 µM; 150,000 compounds, 0.065% hits; AID 743093;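 active = inhibition above the mean plus 3 SD of compounds within the control limits, set per campaign, cut at about 38% in these data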;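 also: 0% = DMSO wells and 100% = medium only without gametocytes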
Starred values were filed as active, the others as inactive. Some of the compounds tested; the hit share may differ from the screen's.

The opening 2 compounds (preview)
item	SMILES	Pf gametocyte
1	CCN1C(=O)[C@H]2[C@@H](c3ccc(C)cc3)N3C(=O)N(c4cccc(F)c4)C(=O)[C@@]3(C)[C@H]2C1=O	15
2	CCC(C)Sc1ccc([C@H]2N[C@@](C)(C(=O)OC)[C@H]3C(=O)N(C)C(=O)[C@@H]23)cc1OC (stereo partly drawn)	16

The listing (from the top)
item	SMILES	Pf gametocyte
1	CCN1C(=O)[C@H]2[C@@H](c3ccc(C)cc3)N3C(=O)N(c4cccc(F)c4)C(=O)[C@@]3(C)[C@H]2C1=O	15
2	CCC(C)Sc1ccc([C@H]2N[C@@](C)(C(=O)OC)[C@H]3C(=O)N(C)C(=O)[C@@H]23)cc1OC (stereo partly drawn)	16
3	C/C(=N/NC(=O)CN(c1ccccc1)S(=O)(=O)c1ccccc1)c1ccccc1O	5
4	CC(=O)c1ccccc1-c1csc2ncnc(Sc3nnnn3C)c12	12
5	CCc1ccccc1NC(=S)N1CCN(c2cccc(OC)c2)CC1	-1
6	COc1cccc(/C=N/N2CCN(Cc3ccccc3)CC2)c1O	-20
7	CCC(NC(=O)C1CCCC1)c1ccccc1 (stereo not drawn)	13
8	CCCN1CCC(=O)N([C@H](COc2ccccc2)Cc2ccccc2)CC1	25
9	CC1CCN(c2ccc3c(c2)S(=O)(=O)c2cccc(C(=O)O)c2C3=O)CC1	6
10	CCC1=NN(C(=O)c2ccc(Cl)cc2)C(O)(c2ccc(C)cc2)C1 (stereo not drawn)	3
11	O=C(CNC(=O)C1CCCCC1)OC(C(=O)c1ccccc1)c1ccccc1 (stereo not drawn)	25
12	O=C(CNC(=O)c1nc[nH]c1C(=O)NCC(=O)OCc1ccccc1)OCc1ccccc1	15
13	CC(C)(C)S(=O)(=O)c1ccccc1-c1noc(-c2ccccc2)c1C(N)=O	16
14	CCOc1ccc(C(c2c(C)n(C)n(-c3ccccc3)c2=O)c2c(C)n(C)n(-c3ccccc3)c2=O)c(O)c1	16
15	COc1ccc(N/C=C/C(=O)c2ccccc2)cc1	13
16	Cc1ccc(N(CC(=O)NC(C)C)C(=O)CCC(=O)Nc2nccs2)cc1	-5
17	O=c1[nH]c(/C=C/c2ccccc2Cl)c([N+](=O)[O-])c(=O)[nH]1	26
18	C=CCOc1ccccc1CN1CCCN(C)CC1	11
19	O=C(CN(c1cccc(Br)c1)S(=O)(=O)c1ccccc1)N/N=C/c1cc([N+](=O)[O-])ccc1O	12
20	Nc1c(N=O)c(=O)[nH]c(=O)n1-c1ccccc1	-14
21	COc1cc(OC)cc(-c2c(-c3cccs3)c3cc(-c4ccc5cc[nH]c5c4)ccc3n2C)c1	-3
22	CCCCN1C(Nc2ccccc2)=NC[C@@H]1C	14
23	Cn1c(=O)c(C(=O)NCc2ccc(Cl)cc2)c(O)c2ccccc21	12
24	C=CCOC(=O)C1=C[C@@H](c2cn(C(C)=O)c3ccccc23)C[C@@H](OCc2ccc(CO)cc2)O1	-12
25	O=C(CC1CCCCC1)NCc1ccccc1Cl	-6
26	O=C(NCc1ccc(OC(F)(F)F)cc1)c1cccc2c1C(=O)c1ccc(N3CCCC3)cc1S2(=O)=O	39*
27	Cc1cc(C)cc(NC(=S)N2CCN(c3ccccn3)CC2)c1	2
28	COc1cc2c(cc1OC)C(C(=O)Nc1cc(C)c(OC)c(C)c1)CC(=O)N2 (stereo not drawn)	6
29	Fc1cccc(CCN2CCNC[C@@H]2CC2CCCCC2)c1	2
30	CCC(C(=O)Nc1ccccn1)c1ccccc1 (stereo not drawn)	8

Reformatted field by field: entries from further up.
[20] Nc1c(N=O)c(=O)[nH]c(=O)n1-c1ccccc1
  Pf gametocyte: -14
[21] COc1cc(OC)cc(-c2c(-c3cccs3)c3cc(-c4ccc5cc[nH]c5c4)ccc3n2C)c1
  Pf gametocyte: -3
[22] CCCCN1C(Nc2ccccc2)=NC[C@@H]1C
  Pf gametocyte: 14
[23] Cn1c(=O)c(C(=O)NCc2ccc(Cl)cc2)c(O)c2ccccc21
  Pf gametocyte: 12

More records
item	SMILES	Pf gametocyte
31	CC(c1ccccc1)c1nnc(NC(=O)Nc2ccccc2)s1 (stereo not drawn)	-16
32	O=[N+]([O-])c1ccc(NC(=S)NCc2ccc(F)cc2)cc1	10
33	COc1cc(/C=C/C(=O)/C=C(O)/C=C/c2ccc(O)c(OC)c2)ccc1O	-74
34	CCN1C(=NCCOC)N[C@@H](CCc2ccccc2)[C@H](C(=O)OC)[C@H]1C	5
35	Cc1ccc(S(=O)(=O)NC(Cc2ccccc2)C(=O)NN)cc1 (stereo not drawn)	-1
36	COc1ccc(C2CC(c3ccc([N+](=O)[O-])cc3)=NN2C(C)=O)cc1 (stereo not drawn)	9
37	CN(Cc1cccc([N+](=O)[O-])c1)Cc1cccc2ccccc12	-2
38	CCCNC(=O)c1ccc(N2CCC3(CC2)CC(c2cccc(Br)c2)=NO3)c(N)c1	-4
39	Oc1ccc(CN2CCN(c3ncccn3)CC2)cc1	-21
40	Clc1ccc2nc(-c3cccc(SC4CCCCC4)c3)c(NCc3ccccc3)n2c1	-9
41	COc1ccccc1CC(=O)Nc1ccc2c(C)cc(=O)oc2c1	-4
42	CCN(CC)CC(=O)NC1CC(C)(C)Cc2c1cnn2-c1ccc(F)cc1 (stereo not drawn)	-1
43	CC(C)NC(=O)N(C)C[C@H]1Oc2c(NS(=O)(=O)c3ccc(F)cc3)cccc2C(=O)N([C@H](C)CO)C[C@@H]1C	-7
44	CS(=O)(=O)N1CCCC(C(=O)Nc2ccccc2F)C1 (stereo not drawn)	-10
45	COc1cc(C)c(S(=O)(=O)NCCCn2ccnc2)cc1C	5
46	COc1ccc(CN2CCCC(N3CCN(c4ccc(OC)cc4)CC3)C2)cc1 (stereo not drawn)	4
47	Cc1nc2c(c(C)nn2-c2ccccc2)c(C)c1C	18
48	C[C@H](CO)N1C[C@H](C)[C@H](CN(C)Cc2ccc(Oc3ccccc3)cc2)Oc2ccc(NC(=O)Nc3cccc4ccccc34)cc2CC1=O	6
49	C=C1CSc2nc(=O)c3c4c(sc3n21)CCC4	-23
50	NC(=S)N/N=C1\c2ccccc2-c2c(C(=O)O)cccc21	-6
51	O=C(Nc1cccnc1)c1ccccc1Cl	8
52	OCC[C@@H]1C[C@@H](O)[C@H](O)[C@]2(CCc3ccccc3CO2)O1	-19
53	COC(=O)C1=C(C(=O)OC)[C@@H]2Nc3ccccc3[C@@]23C[C@@H](C(=O)OC)N(C(=O)C2CCC2)C3=N1	-16
54	Cn1c(SCc2ccccc2)nc(N)c(N=O)c1=O	10
55	COC(=O)C1CCCN1C(=O)C12CC3CC(CC(C3)C1)C2 (stereo not drawn)	-1
56	Cc1cc(OCCN2CCC(Cc3ccccc3)CC2)ccc1[N+](=O)[O-]	7
57	CC(C)CN1CCN=C1N(C)C	0
58	COc1cc(C(=O)Oc2cccnc2)cc(OC)c1OC	11
59	CC(CCc1ccccc1)NC(=O)C1CC1 (stereo not drawn)	7
60	Cc1cc(C)nc(NS(=O)(=O)c2ccc(NC(=O)CCC(=O)O)cc2)n1	4

Reformatted field by field: part of the list above.
47) Cc1nc2c(c(C)nn2-c2ccccc2)c(C)c1C
- Pf gametocyte: 18
48) C[C@H](CO)N1C[C@H](C)[C@H](CN(C)Cc2ccc(Oc3ccccc3)cc2)Oc2ccc(NC(=O)Nc3cccc4ccccc34)cc2CC1=O
- Pf gametocyte: 6
49) C=C1CSc2nc(=O)c3c4c(sc3n21)CCC4
- Pf gametocyte: -23
50) NC(=S)N/N=C1\c2ccccc2-c2c(C(=O)O)cccc21
- Pf gametocyte: -6

The results go on:
item	SMILES	Pf gametocyte
61	COc1cccc(C(c2c(C)[nH]n(-c3ccccc3)c2=O)c2c(C)[nH]n(-c3ccccc3)c2=O)c1O	2
62	O=C(Cc1ccc(Br)cc1)Nc1ccc(S(=O)(=O)Nc2ncccn2)cc1	5
63	CCC1CCCCN1S(=O)(=O)c1ccc([N+](=O)[O-])cc1 (stereo not drawn)	16
64	COc1cc2c(cc1OC)CN(C1CCCN(Cc3cc(Cl)ccc3O)C1)CC2 (stereo not drawn)	2
65	CN(C)CCCNc1ccc(-c2n[nH]c(=O)c3ccccc23)cc1[N+](=O)[O-]	17
66	Cn1c(CSCc2ccc(F)cc2)n[nH]c1=S	-1
67	CC(C)(C)NC(=O)CSc1nnc(NC(=O)CCc2ccccc2)s1	5
68	C[C@H](CO)N1C[C@H](C)[C@@H](CN(C)S(=O)(=O)c2cccs2)Oc2c(NC(=O)c3ccncc3)cccc2C1=O	-1
69	COc1ccc(NC(=O)CS(=O)(=O)c2ccc(C)cc2)c(OC)c1	3
70	CCOc1ccccc1CNc1ncnc2ccc(-c3c(C)noc3C)cc12	13
71	N#CC1=C(N)Oc2cc(N)ccc2C1c1ccccc1 (stereo not drawn)	-3
72	COc1cccc(C(=O)Nc2cc(NC(=O)c3cccs3)ccc2C)c1OC	6
73	O=C1CCCCCCCN1Cc1ccccc1	-27
74	Nc1ccccc1N=Nc1ccccc1N	-15
75	CCCSC1C(C)=C(C)C(=O)N1Cc1ccccc1 (stereo not drawn)	1
76	O=[N+]([O-])c1ccccc1/C=C/CN1CCCC(CO)C1 (stereo not drawn)	-17
77	O=C(Cn1c(NCCCO)nc2ccccc21)c1ccc(Cl)cc1Cl	-14
78	CCC(C)Sc1cc(-c2nc3ccc(Cl)cn3c2NC2CCCCC2)ccc1OC (stereo not drawn)	-9
79	COc1ccc(Nc2cccc3ccccc23)cc1	2
80	COc1cc(SC)ccc1C(=O)NCCc1c[nH]c2ccccc12	-8
81	CCCCCCSc1ccc(-c2nc3cnccn3c2NCCCC)cc1	12
82	COc1cccc(OC)c1C(=O)Nc1ccc(N2CCCC2)cc1	-14
83	COc1ccc(C(=O)Nc2ccc3[nH]ccc3c2)cc1OC	7
84	COc1ccccc1NC(=O)NC(=O)c1ccccc1	18
85	COc1ccc(CCNC(=O)C2CCN(C(=O)c3ccc(C(C)(C)C)cc3)CC2)cc1OC	-8
86	Cc1n(Cc2ccccc2)c2cc([N+](=O)[O-])ccc2[n+]1Cc1ccccc1	11
87	CC(Cc1nnc(N)s1)c1ccccc1 (stereo not drawn)	-5
88	Cn1c(-c2ccsc2)c(-c2cccs2)c2cc(-c3cccc4[nH]ccc34)ccc21	-23
89	CCC(C)CCN1C(Nc2ccccc2)=NC[C@@H]1Cc1ccccc1 (stereo partly drawn)	10
90	CCN(CC)CCC(=O)N1c2ccccc2CCc2ccc(NC(=O)OC)cc21	7
91	Cc1cccc(CC(C)NC(=O)c2oc3c(F)cccc3c2C)n1 (stereo not drawn)	-12
92	CCOc1ccc(N/C=C/C(=O)c2cc(OC)c(OC)c(OC)c2)cc1	23
93	COc1ccc(C(=O)NNC(=O)c2ccc3ccccc3c2O)cc1	-26
94	CCc1ccc(C2=NN(C(=O)CCC(=O)O)C(c3cccs3)C2)cc1 (stereo not drawn)	-13
95	CC(=O)c1ccc(S(=O)(=O)N2CCc3ccccc3C2)cc1	-13
96	Nc1ccc(N=Nc2ccccc2O)c(N)c1	-9
97	COc1ccc2c(c1)[C@H]1[C@H](CO2)[C@H](c2ccccc2)[C@]2(C)C(=O)Nc3ccccc3C(=O)N12	16
98	CC(C)N1C(=O)C2(OCCCO2)c2cc(Br)ccc21	-1
99	COC(=O)C1(Cc2cc(-c3ccc(Cl)cc3)no2)CCN(C(=O)OC(C)(C)C)CC1	21
100	CCCCS(=O)(=O)N1CCCC(C(=O)Oc2ccc(Cl)cc2)C1 (stereo not drawn)	4
101	CCOc1ccc2[nH]c(=O)c(CN(CCCN3CCOCC3)C(=O)Nc3ccc(F)cc3)cc2c1	-17
102	Oc1ccc(C(=S)N2CCCC2)cc1	7
103	COc1ccccc1N1CCN(CC(=O)Nc2cc(C)nn2-c2nc(C)cc(C)n2)CC1	7
104	Cc1ccc(CNC(=O)Cc2ccc(Br)cc2)cc1	18
105	COc1ccc(C(=O)NN=C2CCCC2)cc1	-8
106	C#CCOCCOCCOCCNc1nc(N2CCN(C(=O)Cn3cc(CC(C)O)nn3)CC2)nc(N2CCN(C(=O)[C@H]([C@@H](C)CC)n3cc(CCCCN)nn3)CC2)n1 (stereo partly drawn)	16
107	COc1ccc(C2CC(=O)C(C=NCC(C)C)=C(O)C2)cc1 (stereo not drawn)	2
108	O=C(C1=C(O)C(=O)N(CCN2CCOCC2)C1c1ccccc1)c1cccs1 (stereo not drawn)	16
109	CCOc1ccc(N(Cc2ccc(C(=O)O)cc2)S(=O)(=O)c2ccc(C)cc2)cc1	6
110	CCCNC(=S)N1CCC(C(=O)c2ccc(Cl)cc2)CC1	-7
111	Cc1ccc2c(c1)-n1c(nc3ccccc3c1=O)C(CC(C)C)NC2=O (stereo not drawn)	7
112	CN(C)CCCn1c(SCc2c(Cl)cccc2Cl)nnc1-c1ccncc1	-15
113	COc1ccccc1OCC(=O)Nc1ccncc1	5
114	CCOc1ccc(C(=O)NCc2ccco2)cc1OCC	8
115	Cc1cccc(/C=N/NC(=O)Cc2ccc(Cl)cc2)c1O	-42
116	C[C@@]12C(=O)N(Cc3ccco3)CC(=O)N1[C@H]1c3ccccc3OC[C@@H]1[C@@H]2c1ccccc1	1
117	COc1cc(/C=C/C(=O)N2CCc3ccccc3C2)cc(OC)c1OC	8
118	CNC(=O)CSc1nc2ccccc2c(=O)n1CCc1ccccc1	-3
119	Cc1cc(C(=O)Nc2ccon2)ccc1[N+](=O)[O-]	-8
120	COc1cccc(C(=O)NCc2ccc3c(c2)OCO3)c1OC	1

New compounds follow.
item	SMILES	Pf gametocyte
121	COc1cc(CN2CCN(Cc3ccc(C(F)(F)F)cc3)CC2)cc(OC)c1OC	4
122	Oc1ccc(Cl)cc1CNc1cnc2ccccc2c1	-2
123	COCCNC(=O)c1c(CS(=O)(=O)c2ccccc2)noc1C(=O)NCc1ccccc1	-10
124	Cc1cccc(Cl)c1OCCCn1ccnc1	-3
125	O=Cc1ccc(Oc2nc(Cl)ncc2F)cc1	-13
126	O=S(=O)(Nc1ccc(Cl)cn1)c1ccc(F)cc1	7

Along the list, quoted from above.
Nos. 81 to 84 in Pf gametocyte, in turn: 12, -14, 7, 18
